Screening data deposited in PubChem by National Center for Advancing Translational Sciences (NCATS).
ERK EGF inh: EGF-driven ERK pathway inhibition; hit rate 0.41% among 130,000; HEK293-V1b, EGF-stimulated phospho-ERK AlphaScreen; Potency, µM (series often up to 11.5 µM), inactives show at the highest dose activity change, negative = inhibition, usual class: inhibitors; AID 1454; active = well fitted inhibition curve with a large enough effect; inconclusive = small, poorly fitted or top-dose-only effect, or effect the other way;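 note: plate controls were stimulated vehicle wells for no effect and unstimulated vehicle basal for full effect; nearly all actives have a fitted effect of over 55% in size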
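After overnight plating in 1% FBS, HEK293-V1b cells received test compound for half an hour, then a 5 min pulse of EGF (25 nM); ERK phosphorylation in lysates was read by bead-based AlphaScreen.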
An asterisk follows results filed as active; ? = inconclusive; [ ] = dose if it differs, or a comment. Potency is the fitted concentration of half-maximal effect. Some of the compounds tested, so the mix of outcomes need not match the whole.

cpd | molecule | ERK EGF inh
1 | COc1ccc(Cl)cc1C(=O)NNC(=S)NC1CCCC1 | -7%
2 | Cc1cc(N2CCN(c3ccccc3)CC2)nc(N2CCOCC2)n1 | -10%[57.5 µM]
3 | CCOC(=O)C1(C)NC(c2ccc(OC)cc2OC)C2C(=O)N(CC)C(=O)C21 (stereo not drawn) | -13%
4 | CC(=O)c1cccc(N(C(=O)Cn2nnc3ccccc32)C(C(=O)NCC2CCCO2)c2ccc(N3CCOCC3)cc2)c1 (stereo not drawn) | -7%
5 | Cc1cc(C(=O)C(C)Sc2cccc[n+]2[O-])c(C)n1-c1ccc(Cl)cc1 (stereo not drawn) | -5%
6 | Cc1nc(C)c(-c2nnc(-c3ccccc3Cl)o2)cc1C(=O)NN | 0%[57.5 µM]
7 | CC(=O)Nc1ccc(NC(=O)CSc2nnc3c4ccccc4n(C)c3n2)cc1 | 0%
8 | Cn1cc(C(=O)N2CCc3ccccc32)cn1 | 2%
9 | CN(C)S(=O)(=O)c1ccc(-c2csc(N/N=C/c3ccc(O)cc3)n2)cc1 | 11µM*
10 | N#Cc1ccc(C(=O)Nc2cccc3cccnc23)c(F)c1 | 0%
11 | Cc1ccc(S(=O)(=O)N2CCOC2CNC(=O)C(=O)NCc2cccnc2)cc1 (stereo not drawn) | -1%
12 | O=C(/C=C/c1cc[n+](CC(=O)c2ccc3cccc4c3c2CC4)cc1)c1ccc2cccc3c2c1CC3 | ?
13 | O=C(O)CN1C(=O)S/C(=C\c2cccnc2)C1=O | -6%[57.5 µM]
14 | COc1ccc(-c2nc(NC(=O)C3CC(=O)N(c4ccc5c(c4)OCCO5)C3)sc2C)cc1 (stereo not drawn) | 3%
15 | O=C(CCCOc1ccccc1)Nc1ccccc1C(F)(F)F | -2%
16 | Cc1cc(C)cc(-n2nnn(C3C/C(=N/NC(N)=S)C4OCC3O4)c2=S)c1 (stereo not drawn) | 13%
17 | Cc1csc(NC(=O)CSc2nnc(NC(=O)COc3ccc(Cl)cc3)s2)n1 | 0%
18 | Cc1sc(NC(=O)c2ccco2)c(C(c2cccnc2)N2CCN(CCO)CC2)c1C (stereo not drawn) | -2%
19 | Cc1cccc(C)c1NC(=O)C(C)N1CCCCC1 (stereo not drawn) | 1%[57.5 µM]
20 | O=C(c1cc(S(=O)(=O)N2CCOCC2)ccc1Cl)N1CCN(c2ccccn2)CC1 | 2%
21 | CN(C)/C=C1\SC(=S)N(c2ccc(Br)cc2)C1=O | ?
22 | CCCCNC(=S)NNC(=O)c1csc(C)c1CC | 4%
23 | S=C(Nc1ccc(Nc2ccccc2)cc1)Nc1ccccn1 | 12%
24 | Cc1ccc(-n2nnnc2CCl)cc1 | -1%
25 | NCCCC[C@H](N[C@@H](CCc1ccccc1)C(=O)O)C(=O)N1CCC[C@H]1C(=O)O | -4%[25.7 µM]

Some values from the list.
ERK EGF inh result of N#Cc1ccc(C(=O)Nc2cccc3cccnc23)c(F)c1 → 0%
ERK EGF inh result of NCCCC[C@H](N[C@@H](CCc1ccccc1)C(=O)O)C(=O)N1CCC[C@H]1C(=O)O → -4%[25.7 µM]
ERK EGF inh result of S=C(Nc1ccc(Nc2ccccc2)cc1)Nc1ccccn1 → 12%

Going on with the list:
cpd | molecule | ERK EGF inh
26 | CCOC(=O)c1c(C)[nH]c(C(=O)N/N=C\c2ccccc2O)c1C | 3%
27 | O=C(Nc1ccnc(=O)[nH]1)c1sc2ccccc2c1Cl | -3%[57.5 µM]
28 | CCOc1ccccc1NC(=O)/C(C#N)=C/c1c(C)nn(-c2ccccc2)c1Cl | -2%
29 | C/C(=N\Nc1nc(-c2cc(C)ccc2C)cs1)c1cc2ccccc2oc1=O | 3%
30 | CCCN1CCC(NC(=S)Nc2cccc(Cl)c2Cl)CC1 | -6%
31 | CCCCC[C@H](O)/C=C/C=C\C=C\[C@@H](O)C/C=C\CCCC(=O)O | 7%
32 | Cc1ccc(S(=O)(=O)n2nc(-n3c(C)ccc3C)c3c(F)cccc32)c2ccccc12 | -17%[57.5 µM]
33 | Cc1ccc(/C=C/C(=O)OCn2nnc3ccccc3c2=O)o1 | -3%[57.5 µM]
34 | COc1n[nH]c(C(=O)Nc2nc3ccccc3s2)c1[N+](=O)[O-] | -5%
35 | CC(C)c1ccc(C2NC(=S)NC3=C2C(=O)CC(C)(C)C3)cc1 (stereo not drawn) | 0%
36 | CCOC(=O)CSc1cccc2cccnc12 | -2%
37 | COc1ccc(Cn2cnc([N+](=O)[O-])c2)cc1[N+](=O)[O-] | -4%[57.5 µM]
38 | S=C(Nc1ccc(Br)cc1Cl)Nn1cnnc1 | -5%
39 | NS(=O)(=O)c1ccc(CNC(=O)/C=C/c2cccc([N+](=O)[O-])c2)cc1 | -12%[57.5 µM]
40 | O=C1CC(c2ccsc2)c2ccc3ccccc3c2N1 (stereo not drawn) | 2%
41 | O=C1NCCC/C1=N/Nc1cc(F)ccc1F | -4%[57.5 µM]
42 | CS(=O)(=O)NN1C(=O)c2ccccc2NC1c1cccc(O)c1 (stereo not drawn) | -5%[57.5 µM]
43 | O=C1c2ccccc2S(=O)(=O)N1CC1CC(c2ccccc2Cl)=NO1 (stereo not drawn) | -3%
44 | Cc1nnc(SCC(=O)c2c(N)n(Cc3ccccc3)c(=O)n(C)c2=O)n1C | -1%
45 | CCN(CC)Cc1oc(-c2ccccc2)cc1C(=O)O | 3%
46 | COc1ccc(C(=O)NNC(=S)NC(=O)c2cccnc2)cc1 | 3%
47 | CCCOc1ccc(NC(=O)CC2C(=O)N(C)C(=S)N2Cc2cccs2)cc1 (stereo not drawn) | 9%
48 | O=C(CSc1cnc2ccccc2n1)c1ccc(F)cc1 | 2%
49 | CC12COC3(C(=O)Nc4ccccc4F)CC1CCC32C (stereo not drawn) | 7%
50 | COc1ccc(NC(=O)C2CSC3c4ccccc4C(=O)N23)cc1 (stereo not drawn) | -13%[57.5 µM]

Three of the compounds above, with each value named:
25	NCCCC[C@H](N[C@@H](CCc1ccccc1)C(=O)O)C(=O)N1CCC[C@H]1C(=O)O
  ERK EGF inh: -4%[25.7 µM]

19	Cc1cccc(C)c1NC(=O)C(C)N1CCCCC1 (stereo not drawn)
  ERK EGF inh: 1%[57.5 µM]

9	CN(C)S(=O)(=O)c1ccc(-c2csc(N/N=C/c3ccc(O)cc3)n2)cc1
  ERK EGF inh: 11µM*

Looked up by compound from the entries so far (two):
cpd | molecule | ERK EGF inh
24 | Cc1ccc(-n2nnnc2CCl)cc1 | -1%
35 | CC(C)c1ccc(C2NC(=S)NC3=C2C(=O)CC(C)(C)C3)cc1 (stereo not drawn) | 0%

Next part:
cpd | molecule | ERK EGF inh
51 | COc1cccc(C2=NOC(C(=O)Nc3cc(C)nn3-c3ccccc3)C2)c1OC (stereo not drawn) | -5%
52 | CC(=O)Nc1ccc(S(=O)(=O)N2CCN(c3cc(C)nc4ncnn34)CC2)cc1 | -5%
53 | S=C(NCc1ccco1)NC1CCCc2ccccc21 (stereo not drawn) | -4%
54 | CC(C)(C)Cn1nc(-c2ccc(Cl)cc2)c2c(N)ncnc21 | 13%
55 | COc1ccc(CC2(CO)CCN(Cc3cnn(-c4ccccc4)c3)CC2)cc1 | -5%
56 | CCC(C)C1C(C#N)=C(N)OC2=C1C(=O)CC(C)(C)C2 (stereo not drawn) | 6%
57 | Cc1nnc(SCc2cccc([N+](=O)[O-])c2)o1 | -6%
58 | COc1ccc(Cc2noc(CN(C)Cc3cccc(-n4cccn4)c3)n2)cc1OC | 3%
59 | COCCNCCCCOc1ccc(C)cc1[N+](=O)[O-] | 2%
60 | CCOc1ccc(CN2CCN(C3CCSCC3)CC2CCO)cc1 (stereo not drawn) | -2%
61 | COc1cc(-c2cc(C(=O)Nc3ccc(N4CCOCC4)cc3)c3ccccc3n2)cc(OC)c1OC | -17%[57.5 µM]
62 | c1ccc(Oc2nnc(-c3cccs3)c3ccccc23)cc1 | 3%
63 | O=C(NC1CCCCC1)C(c1ccncc1)N(Cc1ccc2c(c1)OCO2)C(=O)C(F)(F)F (stereo not drawn) | -12%
64 | Cc1cc(C)c2c(c1)cc(C)c1nnc(SCC(=O)Nc3ccc(S(=O)(=O)N4CCCCC4)cc3)n12 | 1%
65 | O=C(Nc1cccc(Cl)c1)Nc1nccs1 | 4%[57.5 µM]
66 | COC(=O)c1sccc1NC(=O)CC1C(=O)NCCN1C(=O)c1c(F)cccc1Cl (stereo not drawn) | 1%[57.5 µM]
67 | CC(C)c1nccn1S(=O)(=O)c1cccc([N+](=O)[O-])c1 | 0%
68 | CCOc1cc(/C=N/NC(=O)CSc2nncn2C)ccc1OC(=O)c1ccc(Cl)cc1 | -2%
69 | CNCCc1ccccn1 | -4%[57.5 µM]
70 | O=C(NCc1ccc(F)cc1)C1CCN(S(=O)(=O)c2ccc3c(c2)OCCCO3)CC1 | -3%
71 | Cc1nc2ccc(S(=O)(=O)N(C)CC(=O)Nc3ccccc3F)cc2s1 | -8%[57.5 µM]
72 | CCc1cc(C(=O)O)c(NC(=O)/C=C/c2ccc(OC)c(OC)c2)s1 | -6%
73 | OCC(Cc1ccc2c(c1)OCO2)C(CO)Cc1ccc2c(c1)OCO2 (stereo not drawn) | 4%[57.5 µM]
74 | C=CC(C)(O)CCCC(C)CCCC(C)CCCC(C)C (stereo not drawn) | -14%
75 | O=C(NC1CCCCC1)Oc1cc2oc(=O)sc2cc1Br | 0%[57.5 µM]
76 | C=C1SC(=Nc2ccccc2Cl)N(C(=O)c2sc3ccccc3c2Cl)C12CCCCC2 | -6%[57.5 µM]
77 | Cc1ccc(Sc2nc(C)c([N+](=O)[O-])c(C)c2C#N)cc1 | 6%[57.5 µM]
78 | O=C(CSc1ncnc2ccccc12)NCC(=O)c1ccccc1 | 18%
79 | Cc1ccc2occ(/C=N/NC(=O)[C@@H](N)Cc3ccccc3)c(=O)c2c1 | 4%[57.5 µM]
80 | CCOC(=O)c1ccc(NC(=O)c2cn(CCC#N)nc2-c2ccc3c(c2)OCCO3)cc1 | 4%
81 | COc1ccc(/C(C)=N/N=C(N)N)c(O)c1 | 17%[57.5 µM]
82 | CCn1c(SCC(=O)NCc2ccco2)nc2ccccc2c1=O | -5%
83 | CCS(=O)(=O)c1ccc(O)c(NC(=O)COc2ccc(Cl)cc2)c1 | -1%
84 | C[C@@H]1CCC2[C@](C)(CO)[C@@H](O)CC[C@]2(C)[C@]12CCC(CO)(CCO)O2 (stereo partly drawn) | 2%
85 | COc1ccc(/C=C/C(=O)NCCCn2ccnc2)cc1 | -2%
86 | O=C(CC1SC(=O)NC1=O)Oc1ccc(/C=N/NC(=O)c2ccccc2O)cc1 (stereo not drawn) | -14%[57.5 µM]
87 | Cc1cc(C)n(-c2ccc(S(=O)(=O)N3CCOCC3)cc2[N+](=O)[O-])n1 | 21%[57.5 µM]
88 | CC(C)(C)[C@H]1C=C(C(=O)N2CCOCC2)O[C@@H](OCCCCO)C1 | -14%[57.5 µM]
89 | CCCOc1ccc(C(=O)c2ccccc2C(=O)O)cc1OCCC | 21%[57.5 µM]
90 | CCn1c(=O)cc(SCC(=O)Nc2cccc(C)n2)c2ccccc21 | -5%
91 | COc1cccc(Cn2cnc3c(N)c(C)c(C)cc32)c1 | 4%
92 | CCOc1ccc(NC(c2ccccn2)c2oc(CO)cc(=O)c2O)cc1 (stereo not drawn) | 10%
93 | CCCCOCCCNC(=S)Nc1ccc(S(=O)(=O)N2CCOCC2)cc1 | 8%[57.5 µM]
94 | CC1(OC(=O)c2cnc3ccccc3n2)C(=O)C=C2C=C(c3ccsc3)OC=C2C1=O (stereo not drawn) | -12%
95 | Cc1ccc(S(=O)(=O)c2c(C)cc(C)nc2N2CCCCC2)cc1 | -8%
96 | Cc1nn2c(CN(C(=O)CN3CCOCC3)c3ccccc3)nnc2c2ccccc12 | -10%
97 | COc1cccc2cc(C(=O)NCCC3=CCCCC3)c(=O)oc12 | -5%
98 | Cc1ccc(/C=N/N2CCOCC2)s1 | -4%
99 | CN1CCN(c2ccc([N+](=O)[O-])cc2C(=O)c2ccccc2)CC1 | -12%
100 | Cn1c(SCC(=O)NC2CCCCC2)nnc1-c1cccc(N)c1 | 3%

New compounds follow.
cpd | molecule | ERK EGF inh
101 | Cc1cc(F)ccc1S(=O)(=O)Nc1ccccc1C(=O)NCc1ccccn1 | 4%
102 | COc1ccc(-c2nc(CCl)cs2)cc1OC | -2%
103 | C/C(=N\O)c1cc(Cl)cc(Cl)c1O | -5%[57.5 µM]
104 | Nn1cnc2c(c1=O)C1(CCCCC1)Cc1ccccc1-2 | 3%
105 | O=C(/C=C/c1ccccc1)N1CCC(N2CCC(C(=O)N3CCOCC3)CC2)CC1 | 12%
106 | O=C1CCCC2=C1C(c1ccc(O)c(O)c1)Nc1ccc3ncccc3c12 (stereo not drawn) | ?
107 | O=[N+]([O-])c1cc(S(=O)(=O)N2CCCC2)ccc1N/N=C/c1ccncc1 | -5%
108 | [O-][N+]12CCCCC1CCCC2CO (stereo not drawn) | 5%[57.5 µM]
109 | O=C(Nc1nnc(-c2ccco2)o1)c1cccc(N2C(=O)CCC2=O)c1 | 23%
110 | O=C1C2CC=C(Cl)CC2C(=O)N1CCC[n+]1cccc2ccccc21 (stereo not drawn) | 3%
111 | CC(=O)Nc1ccc(NC(=O)C(C)OC(=O)c2ccccc2C(=O)c2ccc(Cl)c([N+](=O)[O-])c2)cc1 (stereo not drawn) | ?
112 | CCc1nc(SCC(=O)N2CCN(c3ccccc3)CC2)c2c(=O)n(C)c(=O)n(C)c2n1 | -8%[57.5 µM]
113 | CC(=O)Nc1ccc(S(=O)(=O)N2CCOCC2)cc1 | 12%
114 | O=c1c2ccccc2nc2c3ccccc3cnn12 | 1%
115 | CCN1C(=O)/C(=C\N(C)C)c2ccccc21 | 0%
116 | O=C(CCl)Nc1ccccc1C(=O)NCc1ccccc1 | 2%
117 | CC(=O)c1c(C)nc2sc3c(=N)n(N)cnc3c2c1-c1ccc(Cl)cc1 | -3%

Compounds shown so far that have a tert-butyl group, in the order listed:
cpd | molecule | ERK EGF inh
54 | CC(C)(C)Cn1nc(-c2ccc(Cl)cc2)c2c(N)ncnc21 | 13%
88 | CC(C)(C)[C@H]1C=C(C(=O)N2CCOCC2)O[C@@H](OCCCCO)C1 | -14%[57.5 µM]
